Tn7 DDE FP: DD(E)-Tn7 binding inhibition, primary FP screen. FP displacement of FITC-Tn7 peptide from fibrin DD(E); 0% = median of compound wells per plate. inhibition, % at 8.3 µM. 0.13% of 370,000 active;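 active = inhibition above the mean of compounds falling within the control limits plus 3 SD of them, cut at about 14% in these data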;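 note: 0% = plate median of compound wells and 100% = 10 µM Aha-Tn7 peptide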
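System: human fibrin DD(E); quantity: Fibrin-DD(E) at 2 µM final; also added: fluorescent Tn7 probe at 0.1 µM; compound dosing: single nominal test concentration of 8.3 µM per compound; schedule: 10 min preincubation, 3 h with tracer, room temperature; detection: fluorescence polarization of the labelled Tn7 tracer; repeats: one replicate per compound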
ADAM17 inh: inhibits human ADAM17; recombinant ADAM17, EDANS/DABCYL FRET peptide cleavage; inhibition, % at 6.95 µM; 0.83% of 370,000 active;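 active = inhibition above the mean of compounds lying between control limits plus 3 SD, set per campaign, cut at about 8.5% in these data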;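 note: 0% = DMSO-only wells as the low control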
Target sequence (P78536 215-824 limits assumed): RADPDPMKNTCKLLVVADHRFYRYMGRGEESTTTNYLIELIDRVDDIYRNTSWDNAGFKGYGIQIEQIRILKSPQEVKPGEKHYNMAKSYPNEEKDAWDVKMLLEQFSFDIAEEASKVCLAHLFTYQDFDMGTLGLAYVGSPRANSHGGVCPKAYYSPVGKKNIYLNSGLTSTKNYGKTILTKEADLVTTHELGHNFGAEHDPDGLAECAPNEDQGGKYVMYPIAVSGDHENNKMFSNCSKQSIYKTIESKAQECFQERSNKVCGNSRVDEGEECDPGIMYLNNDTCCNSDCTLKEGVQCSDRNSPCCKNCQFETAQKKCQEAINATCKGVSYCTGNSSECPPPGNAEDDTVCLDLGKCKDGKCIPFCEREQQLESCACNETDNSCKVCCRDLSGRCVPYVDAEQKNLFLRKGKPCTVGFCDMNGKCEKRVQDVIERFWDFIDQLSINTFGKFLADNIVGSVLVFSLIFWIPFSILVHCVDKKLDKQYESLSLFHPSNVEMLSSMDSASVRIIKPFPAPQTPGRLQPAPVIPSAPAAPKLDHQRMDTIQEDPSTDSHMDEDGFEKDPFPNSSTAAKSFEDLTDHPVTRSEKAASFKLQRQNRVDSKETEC
ASAP1 inh: ASAP1 ArfGAP inhibition | inhibition, % at 16.5 µM | 0.19% of 360,000 active | Q9ULH1 | ASAP1-stimulated ARF1 GTP hydrolysis, GDP FP detection; in the data active = inhibition above about 25%;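 note: 0% = vehicle with enzyme and substrate and 100% = no enzyme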
MBD2 inh: blocks human MBD2 binding to methylated DNA; Q9UBB5; 0.31% of 370,000 active; inhibition, % at 4.4 µM; TR-FRET, MBD2 binding to methylated oligonucleotide; in the data active = inhibition above about 13%
Target sequence (Q9UBB5 whole entry, looked up): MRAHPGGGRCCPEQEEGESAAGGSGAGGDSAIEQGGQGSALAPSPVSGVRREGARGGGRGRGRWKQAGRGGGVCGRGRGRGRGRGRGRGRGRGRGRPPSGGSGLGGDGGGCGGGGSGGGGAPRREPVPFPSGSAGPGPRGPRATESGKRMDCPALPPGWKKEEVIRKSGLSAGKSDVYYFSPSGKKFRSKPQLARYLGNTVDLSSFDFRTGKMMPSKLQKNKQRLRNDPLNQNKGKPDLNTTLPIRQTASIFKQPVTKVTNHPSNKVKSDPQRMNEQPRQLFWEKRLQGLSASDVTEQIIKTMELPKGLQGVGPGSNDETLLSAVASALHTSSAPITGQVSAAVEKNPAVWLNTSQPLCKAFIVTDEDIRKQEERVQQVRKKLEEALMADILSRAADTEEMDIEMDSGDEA
PLCg1 inh: PLC-gamma1 (human) inhibition, primary screen; purified PLC-gamma1, fluorogenic substrate, fluorescence; inhibition, % at 12.2 µM; 0.84% of 370,000 active; P19174; in the data active = inhibition above about 9.5%
Tn6 DDE FP: DD(E)-Tn6 binding inhibition, primary FP screen | P02675 | Fibrin DD(E) TRITC-Tn6 fluorescence polarization displacement | inhibition, % at 8.3 µM | 0.21% of 370,000 active | AID 720509;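 active = inhibition above a per-campaign cutoff: mean of compounds within control limits plus 3 SD, cut at about 15% in these data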;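 note: 0% = median of all compound wells on the plate and 100% = blocking peptide control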
UHRF1 binding: UHRF1 methyl-DNA binding inhibition; UHRF1 binding to methylated oligo, TR-FRET; inhibition, % at 4.4 µM; 0.75% of 370,000 active; in the data active = inhibition above about 21%;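 note: UHRF1 SRA domain binding a hemimethylated CpG hairpin DNA probe; 0% = median of test compound wells and 100% = reference inhibitor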
PLC-beta3 inh: blocks human PLC-beta3 enzyme activity; Q01970; Purified PLC-beta3, fluorogenic substrate, fluorescence; inhibition, % at 12.2 µM; 0.18% of 370,000 active; in the data active = inhibition above about 11%;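 note: 0% = median of compound wells on plate and 100% = full blocker control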
ARFGAP1 inhibitor: rat ARFGAP1 inhibition. Q62848. Arfgap1-stimulated ARF1 GTP hydrolysis, GDP FP detection. inhibition, % at 16.5 µM. 0.26% of 360,000 active. AID 651572;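 active = inhibition above a per-plate limit, mean inhibition of low control wells plus 3 SD, cut at about 25% in these data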;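 note: 0% = DMSO wells with enzyme and 100% = wells lacking Arfgap1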
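Repeats: one replicate per compound; assay system: rat Arfgap1 catalytic domain, aa 1-136; times: enzyme reaction 120 min at 25 °C after 20 min preincubation; detection: FP of antibody-bound GDP Alexa 633 tracer, ex 620/em 688 nm; benchmarks: high control wells lacking Arfgap1, low control full reaction with DMSO; reagent: human ARF1(Δ1-17)-GTP substrate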
KLK7 zymogen act: activators of human kallikrein-7 zymogen; 0.9% of 370,000 active; purified proKLK7, EDANS-DABCYL substrate fluorescence; 100% is mature enzyme control, 0% vehicle; AID 652039; P49862; activation, % at 7 µM;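 active = activation above the mean of all tested compounds plus 3 SD, computed per campaign excluding outliers beyond control limits, cut at about 13% in these data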
* = called active by the depositor; i = inactive.

SMILES	Tn7 DDE FP	ADAM17 inh	ASAP1 inh	MBD2 inh	PLCg1 inh	Tn6 DDE FP	UHRF1 binding	PLC-beta3 inh	ARFGAP1 inhibitor	KLK7 zymogen act
COc1ccccc1CNC(=O)CCN1C(=O)COc2ccccc21	5	-4	5	1	-1	3	0	1	-3	-0.4
CCc1nc2ccc(C)cc2c(C(=O)NC2CCCCC2C)c1C (configuration not stated)	-2	-2	-2	5	-2	1	0	-1	9	0.0
Cc1c(C)c2ccc(OCC(=O)Nc3ccc(CN4CCOCC4)cc3)cc2oc1=O	-5	-85	6	-4	-24	0	-4	-47	-9	0.5
COc1cccc2cc(C(=O)N3CCCc4ccccc43)oc12	7	-2	4	1	-2	3	-2	-9	2	0.3
Cc1ccc(OCCC(=O)Nc2ccc3c(c2)OCO3)cc1	3	-2	2	-6	1	5	0	-4	2	-0.5
O=C(/C=C/[C@H]1O[C@@H](n2cnc3c(NC(=O)c4ccccc4)ncnc32)[C@H](O)[C@@H]1O)NCc1ccc2c(c1)OCO2	1	-2	7	-13	-1	8	-3	-2	1	0.4
COc1ccc(C2CC(=O)c3c(ccc4ccccc34)N2)cc1OC (configuration not stated)	3	-1	-5	-2	-1	7	1	3	-2	-0.1
COc1ccc(/C(N)=N/OC(=O)CCc2ccccc2)cc1	-2	0	-14	0	2	2	2	3	4	-0.6
CC(C)(C)c1cc(Br)c(O)c(N=Nc2ccc(S(=O)(=O)N3CCOCC3)cc2)c1	5	-2	4	-2	-4	3	0	-6	1	0.0
COc1ccccc1C(=O)NNC(=S)Nc1ccccc1	-11	-2	-5	-2	1	-4	-3	-7	-2	0.1
COc1cccc(N(C(=O)Cn2nnc(-c3ccc(C)o3)n2)C(C(=O)NC2CCCC2)c2ccncc2)c1 (configuration not stated)	0	1	11	0	5	7	-1	-16	1	0.0
C=CCn1c(=O)c(C(C)=O)cn(N(C)c2ncc(C(F)(F)F)cc2Cl)c1=O	6	0	-9	3	-4	0	-2	2	-2	-0.4
Cc1nn(-c2ccccn2)c2c1-c1nc(N)ncc1CC2	3	-65	1	-1	-37	1	0	-48	3	0.1
COc1cccc(CC(NC(C)=O)C(=O)NC2CCN(c3ncccc3[N+](=O)[O-])CC2)c1 (configuration not stated)	2	-1	-1	3	0	4	-3	-6	7	0.3
S=C(NCc1ccco1)Nc1ccc(Cl)cc1Cl	-4	4	-4	0	2	1	0	-1	-8	0.8
CC1=C2C3OC(=O)C(C)C3CCC2(C)C=C(Cl)C1=O (configuration not stated)	-1	-2	5	0	2	-5	3	1	-6	0.1
CC(C)c1ccc(/C=N/NC(=O)c2cccc(Cl)c2)cc1	4	0	-2	2	1	9	-3	-2	14	0.3
Cc1cccc(C)c1OCC(=O)Nc1ccc(NC(=O)c2ccco2)cc1	9	-10	-5	-1	-1	3	-1	-8	4	0.3
COc1ccccc1NC(=O)COc1ccc2ccccc2c1	3	3	-5	-2	-3	-8	0	-6	17	0.1
CCN(CC)S(=O)(=O)c1ccc(OC)c(NC(=O)c2cn(CC)c3nc(C)ccc3c2=O)c1	0	1	-10	-1	4	4	2	4	8	0.0
Cc1cccn2c(=O)c3cc(C(=O)NCc4ccco4)c(=N)n(C4CCCC4)c3nc12	-1	i	1	3	-272	-4	-3	-414	3	-115
O=C(CSc1nnc2ccccn12)NNC(=O)c1ccc([N+](=O)[O-])cc1	-1	-4	3	0	-1	2	0	-5	-6	-0.1
COC(CNC(=O)CNC(=S)N(Cc1ccccc1)Cc1cccs1)OC	4	-4	-2	0	1	1	2	0	-10	-0.6
COc1ccc(/C=C2\SC(=N)N(c3nccs3)C2=O)cc1OC	6	1	17	-4	-3	-3	-2	-6	5	-0.8
O=C(Nc1cccnc1)C1CCCN(c2ncnc3c2nc2n3CCCCC2)C1 (configuration not stated)	2	2	-2	4	3	-8	-3	-7	2	-0.2

3 compounds from above with just Tn7 DDE FP and MBD2 inh.
| SMILES | Tn7 DDE FP | MBD2 inh |
| --- | --- | --- |
| Cc1ccc(OCCC(=O)Nc2ccc3c(c2)OCO3)cc1 | 3 | -6 |
| CC1=C2C3OC(=O)C(C)C3CCC2(C)C=C(Cl)C1=O (configuration not stated) | -1 | 0 |
| COc1ccccc1C(=O)NNC(=S)Nc1ccccc1 | -11 | -2 |

Record cards, from the list above. Order of screens: Tn7 DDE FP	ADAM17 inh	ASAP1 inh	MBD2 inh	PLCg1 inh	Tn6 DDE FP	UHRF1 binding	PLC-beta3 inh	ARFGAP1 inhibitor	KLK7 zymogen act
`Cc1nn(-c2ccccn2)c2c1-c1nc(N)ncc1CC2` as listed: 3	-65	1	-1	-37	1	0	-48	3	0.1
`COC(CNC(=O)CNC(=S)N(Cc1ccccc1)Cc1cccs1)OC` as listed: 4	-4	-2	0	1	1	2	0	-10	-0.6
`CC(C)(C)c1cc(Br)c(O)c(N=Nc2ccc(S(=O)(=O)N3CCOCC3)cc2)c1` as listed: 5	-2	4	-2	-4	3	0	-6	1	0.0
`COc1ccccc1NC(=O)COc1ccc2ccccc2c1` as listed: 3	3	-5	-2	-3	-8	0	-6	17	0.1

Remaining list, next part
SMILES	Tn7 DDE FP	ADAM17 inh	ASAP1 inh	MBD2 inh	PLCg1 inh	Tn6 DDE FP	UHRF1 binding	PLC-beta3 inh	ARFGAP1 inhibitor	KLK7 zymogen act
Cc1ccc(NC(=O)Cn2c(=O)n(Cc3ccco3)c(=N)c3c4c(sc32)COC(C)(C)C4)cc1	2	3	3	-1	1	1	1	1	-14	1.2
COc1ccc(CCNC(=O)c2coc3ccccc3c2=O)cc1OC	1	2	-1	1	-3	0	0	-13	13	0.3
COCCNC(=O)c1ccc(-c2cn[nH]c2)c2ccoc12	-5	-12	-2	-3	-2	4	-2	2	7	-0.1
CCOC(=O)Cn1nc(C)c(NC(=O)c2ccc([N+](=O)[O-])c(C)c2)c1C	-3	-6	5	1	-1	0	-3	-8	5	0.2
C=CCN1C(=O)/C(=C/c2ccc(O)c(OC)c2)S/C1=N/c1nccs1	-15	8	7	1	-359	-8	-2	-379	2	-1.5
CN(C)S(=O)(=O)c1ccc(N2CCCC2)c(C(=O)N2CCN(c3ccc([N+](=O)[O-])cc3)CC2)c1	-6	-1	1	-6	0	0	0	-2	18	0.2
CCOc1c2ccc(C(=O)NCc3ccc(OC(F)(F)F)cc3)cc2nn1CC	-3	-151	5	0	-294	2	1	-367	9	-5.0
Cc1ccsc1C(=O)NCC(c1cccs1)N1CCOCC1 (configuration not stated)	-8	-1	3	1	2	12	-4	5	-11	0.4
COc1ccc(C(=O)COC(=O)CCN=C2NS(=O)(=O)c3ccccc32)c(OC)c1	5	-4	-4	-2	6	-3	1	-1	1	-0.2
COc1ccc(C(=O)NCc2nnc(SCC(=O)N3CCCCCC3)o2)cc1OC	4	-1	15	-4	7	2	0	1	1	-0.4
Cc1ccc(NC(=O)NNC(=O)c2ccccc2)cc1	-8	-1	10	-5	4	-7	1	-3	3	-0.1
Cc1ccc([C@@H]2CC(=O)[C@@H]3CN(S(=O)(=O)c4ccc(C)cc4)[C@H](c4ccc(Cl)cc4)C[C@@H]3N2S(=O)(=O)c2ccc(C)cc2)cc1	-2	1	-6	2	2	6	-1	1	-2	-0.4
COc1cccc(C(=O)N(Cc2ccc3c(c2)OCO3)Cc2nc3ccccc3c(=O)[nH]2)c1	-5	-1	3	-6	4	6	-8	5	2	-0.1
Cc1sc(NC(=S)NC(=O)c2ccc(C(C)(C)C)cc2)c(C#N)c1C	-7	-4	8	-2	-1	5	0	-1	1	0.3
Cn1ccnc1SCC(=O)Nc1cc(C(F)(F)F)ccc1N1CCOCC1	7	-6	-8	-6	2	8	-3	4	-8	-0.5
Cc1ccc(S(=O)(=O)N(C)c2ccc(C(=O)NCC(c3ccccc3)N3CCCC3)cc2)cc1 (configuration not stated)	4	5	-2	-6	7	0	3	3	0	-0.4
CC(=O)c1ccc(S(=O)(=O)Oc2ccc(C(=O)O)cc2Cl)cc1	-2	-3	-24	-1	4	-3	1	4	-1	-0.7
CC1(c2ccccc2)NC(=O)N(CC(=O)Nc2cc(C(F)(F)F)ccc2N2CCCCC2)C1=O (configuration not stated)	0	6	6	0	0	10	-2	0	4	0.7
CC(=O)Nc1ccc(S(=O)(=O)NNC(=O)COc2ccc(Cl)cc2Cl)cc1	-5	-1	-2	2	1	-1	1	-4	0	-0.4
COc1cccc(C2=NOC(C(=O)Nc3cccnc3Cl)C2)c1OC (configuration not stated)	5	-1	-4	0	0	0	8	3	8	-0.1
C=CCNC(=S)NNC(=O)c1ccc(Br)cc1	8	3	-14	1	0	3	2	-2	2	-0.5
CCC(C)CCN1C(N(C)C)=NC[C@@H]1CC(C)C (some centres not stated)	-1	-1	-4	0	6	7	1	0	-5	0.0
O=C(Cn1cnc2ccccc2c1=O)N/N=C/c1ccc(Br)cc1	5	-2	-17	5	1	0	4	-6	-5	0.9
O=C(c1ccccc1Br)N1CCN(c2ccccc2)CC1	-6	4	8	1	0	-2	3	6	-3	-0.4
CSc1ncccc1C(=O)Nc1ccc2nc(C)sc2c1	-3	3	3	-5	3	6	3	1	21	0.3
CCCCCn1c(SCc2ccncc2)nc2cc(C(=O)NCc3ccco3)ccc2c1=O	-5	-1	-4	1	-3	-1	-3	-2	-13	-0.6
C#CC[N+](CC)(CC)CC#Cc1ccccc1	1	-4	6	1	4	-5	-2	-5	5	0.1

Structures above that have an NH in an aromatic ring:
SMILES	Tn7 DDE FP	ADAM17 inh	ASAP1 inh	MBD2 inh	PLCg1 inh	Tn6 DDE FP	UHRF1 binding	PLC-beta3 inh	ARFGAP1 inhibitor	KLK7 zymogen act
COCCNC(=O)c1ccc(-c2cn[nH]c2)c2ccoc12	-5	-12	-2	-3	-2	4	-2	2	7	-0.1
COc1cccc(C(=O)N(Cc2ccc3c(c2)OCO3)Cc2nc3ccccc3c(=O)[nH]2)c1	-5	-1	3	-6	4	6	-8	5	2	-0.1

Screening data as filed in PubChem BioAssay.
